mcGAS MS inh: inhibitors of Mus musculus cyclic GMP-AMP synthase, initial high-throughput assay, cell-free, RapidFire MS; Q8C6L5; recombinant mouse cGAS, cGAMP by RapidFire MS; inhibition, % at 12.5 µM; hit rate 0.18% among 130,000; AID 1259397, 2018;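 active = inhibition of cGAS enzyme activity at or above 60%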;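 also: enzyme stimulated by 45 bp dsDNA with ATP and GTP substrates; cGAMP share of summed cGAMP plus half ATP and half GTP signals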
Target sequence (Q8C6L5 whole entry, looked up): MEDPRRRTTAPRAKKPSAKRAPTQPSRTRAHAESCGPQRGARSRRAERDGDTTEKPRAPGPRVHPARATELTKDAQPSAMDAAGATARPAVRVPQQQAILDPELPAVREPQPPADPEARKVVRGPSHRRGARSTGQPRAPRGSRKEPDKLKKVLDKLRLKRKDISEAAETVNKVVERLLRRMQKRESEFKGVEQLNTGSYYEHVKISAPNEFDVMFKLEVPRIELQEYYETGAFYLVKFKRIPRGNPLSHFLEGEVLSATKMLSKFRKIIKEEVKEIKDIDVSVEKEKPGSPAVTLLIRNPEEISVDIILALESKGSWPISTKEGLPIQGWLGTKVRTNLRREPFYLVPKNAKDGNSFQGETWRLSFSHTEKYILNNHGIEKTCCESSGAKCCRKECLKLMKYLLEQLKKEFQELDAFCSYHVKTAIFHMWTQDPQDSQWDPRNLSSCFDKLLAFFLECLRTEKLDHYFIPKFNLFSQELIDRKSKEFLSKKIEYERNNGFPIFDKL
* hit, by the source's call; & = joins results of further samples. This is a subset. The share of hits here may be higher or lower than overall.

SMILES	mcGAS MS inh
COCCCNCc1c(-c2ccccc2)noc1N1CCc2ccccc2C1	-4.0
COc1cc(C=C2N=C(c3cc(OC)c(OC)c(OC)c3)OC2=O)ccc1OC(F)F	10.5
Cc1cc(NC(=O)CN2CC(C)CN(C)c3ccccc32)n(C)n1 (configuration not stated)	-3.3
Fc1ccccc1N1CCN(Cn2nc(-c3ccco3)oc2=S)CC1	-8.9
Cc1cc(=O)c(C(=O)NCC(C)c2ccccc2)nn1-c1ccccc1 (configuration not stated)	-6.0
CCCN1C(=O)C(CCC(=O)NCCc2cccs2)NC(=O)c2ccccc21 (configuration not stated)	-5.8
CN(c1ncnc2sccc12)C1CCCc2ccccc21 (configuration not stated)	10.5
Cc1ccc(-c2cc(O)cc(C(=O)O)c2)c2cccnc12	-3.1
CSc1nc2c(c(=O)n1-c1ccc(F)cc1)SC(C)C2 (configuration not stated)	-9.8
Cc1ccc(CN(C)C(=O)Nc2cccc(C(N)=O)n2)cc1	-4.9
CC(C)=NOC(C)C(=O)N1CCC2(CC1)Nc1ccccc1C(=O)N2CC(C)C (configuration not stated)	-6.4
COc1ccc(C(=O)N2CCC(n3nccc3NC(=O)c3ccccc3OC)CC2)o1	-2.6
CC(=NNC(=O)Cn1c(C(F)(F)F)nc2ccccc21)c1ccc(C#N)cc1	-3.3
CC(C)(C)OC(=O)N1CCN(C(=O)CSCc2ccccn2)C(C#N)C1 (configuration not stated)	10.2
CCOC(=O)C1(Cc2ccccc2C(F)(F)F)CCN(C(C)Cn2nc(C)cc2C)CC1 (configuration not stated)	-6.5
CN1CCN(N=Cc2cc(Cl)cc(Cl)c2O)CC1	0.0
C#C[C@]1(O)CC[C@H]2[C@@H]3[C@H](C)CC4=C(CCC(=O)C4)[C@H]3CC[C@@]21C	11.9
COc1ccc(-c2ncnc(Oc3ccccc3OC)c2N)cc1OC	-9.0
CC1CCCN(c2ccc(C(=O)N(C)C)cc2[N+](=O)[O-])C1 (configuration not stated)	-8.8
COCCCNc1nccn2ccnc12	-0.9
Nc1cnc(-c2ccccc2CO)cn1	-11.5
CCc1nc(N2CCCC2)c(C#N)c2c1CCCC2	-19.9
CC(C)Cc1ncc2c(n1)CN(C(=O)Cn1ncnn1)C2	-11.3
CCn1nc(C(C)C)cc1C(=O)N1CCC(Cn2cc(CO)nn2)CC1	-6.4
Cc1nc(CC(=O)NN=C2C3CC4CC(C3)CC2C4)cs1	14.5
O=C1NCC(=O)N2CCN(Cc3cccc(CN4CCOCC4)c3)CC12 (configuration not stated)	-31.5
CCC(C(=O)NCc1snnc1C)n1cc(C(C)=O)c2ccccc21 (configuration not stated)	-19.7
O=C(c1nc2ncccn2n1)N1CCCC(Nc2ccc(F)cc2)C1 (configuration not stated)	-38.1
CC1COCCN1C(=O)C1CCCC(C(=O)N2CCOCC2C)C1 (configuration not stated)	-22.0
c1csc(-c2noc(CN3CCSCC3)n2)c1	-10.3
CCCCNC(=O)C1(C)CCCCN1C(=O)c1cc(C#N)cs1 (configuration not stated)	-6.9
CC1CCCCN1c1ccc(C(N)=O)cc1NC(=O)Cc1cn2ccsc2n1 (configuration not stated)	-18.1
O=C(C1=NN(c2ccccc2)C(=O)CC1)N1CCN(Cc2ccncc2)CC1	-3.8
CCc1nnc(CNc2c(F)cc(Br)cc2F)o1	-2.5
Cc1ccc(C2(O)CCN(c3nc4ccccc4s3)CC2)nc1	-7.8
Cc1noc(C)c1S(=O)(=O)Nc1ccc(Br)cn1	-2.7
Cc1ccc2c(CC(=O)NCC3CCCO3)coc2c1C (configuration not stated)	-15.2
Cc1cc(C(=O)N2CCCC(c3ccccc3)C2)n[nH]1 (configuration not stated)	-2.6
O=c1c(O[C@@H]2O[C@H](CO)[C@H](O)[C@H](O)[C@H]2O)c(-c2ccc(O)c(O)c2)oc2cc(O)cc(O)c12	10.3
COCCCN=c1scc(-c2ccc(OC)cc2)n1N=Cc1ccc(OC)cc1	-12.7

Three consecutive compounds already listed, quoted:
SMILES	mcGAS MS inh
Cc1cc(C(=O)N2CCCC(c3ccccc3)C2)n[nH]1 (configuration not stated)	-2.6
O=c1c(O[C@@H]2O[C@H](CO)[C@H](O)[C@H](O)[C@H]2O)c(-c2ccc(O)c(O)c2)oc2cc(O)cc(O)c12	10.3
COCCCN=c1scc(-c2ccc(OC)cc2)n1N=Cc1ccc(OC)cc1	-12.7

New compounds follow:
SMILES	mcGAS MS inh
C[C@@H]1CCC[C@H](C)N1NC(=O)c1ccc(Cl)c(S(N)(=O)=O)c1	-4.3
CNC(=O)Nc1ccc(NC(=O)c2cc(Cl)c(OC(C)C)c(OC)c2)cc1	-0.9
CN(CCO)CCn1c(=O)c2c(ncn2C)n(C)c1=O	3.4
CCn1ncc(Cl)c1C(=O)N1CCOC(c2ccc(Cl)cc2)C1 (configuration not stated)	-13.8
COc1ccccc1OCC(=O)N=Nc1c(O)[nH]c2ccc(F)cc12	-7.9
O=S(=O)(c1ccc(F)c(F)c1)N1CCN(Cc2cc(-c3ccccc3)no2)CC1	10.1
CC1CCCCC1NC(=O)CN1CCCc2cc(C(=O)N(C)C)ccc21 (configuration not stated)	-13.9
Cn1nc(-n2ccc(-c3cccnc3)n2)c2ccccc21	-5.7
Cc1cc(C)cc(OCCOc2c(Cl)cc(Cl)cc2/C=N\n2cnnc2)c1	-1.1
CN(CCc1ccccc1)C1CCCN(C(=O)c2c[nH]c(=O)cn2)C1 (configuration not stated)	-25.0
C=c1ccccc1=C1NN=C(SCC(=O)c2ccc3c(c2)OCO3)O1	-3.5
CN1CCCn2nc(C(=O)N3C[C@H](O)[C@@H](N4CCCC4)C3)cc2C1	-9.2
COc1cc2c(cc1OC)Sc1ccc(Cl)cc1C=C2	-11.1
CCc1nc(SCC(=O)N2CCC(O)(c3ccc(C)cn3)CC2)n[nH]1	-12.2
COc1ccc(NS(=O)(=O)CC(C)c2ccccc2)cc1F (configuration not stated)	-1.9
CCCC(=O)C1=C(c2ccc(OC)cc2)N(C(=O)CCC)n2c(C)nnc2S1	-4.0
CC(CO)NC(=O)Nc1cc(Br)c(F)cc1Cl (configuration not stated)	-6.8
O=c1cc(CN2CCN(c3ccc([N+](=O)[O-])cc3)CC2)c2cc3c(cc2o1)CCC3	-6.6
CCC(C)N(Cc1cccnc1)C(=O)c1cccc2c1OCCO2 (configuration not stated)	-5.1
O=C(NCCOc1cccc(C(F)(F)F)c1)c1ccc(Cl)c([N+](=O)[O-])c1	-8.6
CN1C[C@@H]2CC[C@H](CC1=O)N2C(=O)C1(S(=O)(=O)c2ccccc2)CC1	5.4
CC(C)(C)Cc1nnc(NS(C)(=O)=O)s1	2.5
O=c1[nH][nH]c(=O)n1/N=C\C=C/c1ccccc1	-53.5
CN(Cc1ccncc1)C(=O)c1ccc2c(c1O)OC(C)(C)C2	0.8

The list goes on.
mol | mcGAS MS inh
CC12CCC(=O)N1c1c(oc3ccccc13)C(=O)N2 (configuration not stated) | -10.8
Oc1cccnc1NC(c1ccc(F)cc1)c1ccc2cccnc2c1O (configuration not stated) | 7.9
COc1cccc(NC(=S)NN=C2CC3CC=CC23)c1 (configuration not stated) | 1.2
COc1cc(C2SCCS2)ccc1Oc1ncnc2c1cnn2C | -5.1
O=C(Nc1ccc(F)cc1Cl)N(Cc1ccco1)C1CC1 | 2.5
CN(CC(=O)NC1CC1)C(=O)CNc1ccc(C#N)cc1 | -9.2
CC(C)CCN1CCN(C2CCCCC2)CC1CCO (configuration not stated) | -12.2
CCN(Cc1cnc(N)nc1)CC1CCOCC1 | -16.4
CC(O)c1cccc(S(=O)(=O)N2CCN(C(C)C(N)=O)CC2)c1 (configuration not stated) | -2.7
CC(NS(=O)(=O)c1ccc(F)cc1)C(=O)OC(C)C(N)=O (configuration not stated) | -3.0
CCCCCCCn1c(CN2CCN(C(=O)OCC)CC2)nc2c1c(=O)n(C)c(=O)n2C | -4.8
Cc1cnc(SCc2ccccn2)nc1C1CCCN(C(=O)c2ccc3[nH]c(C)c(C)c3c2)C1 (configuration not stated) | -5.6
CCn1ncc(-c2c(-c3ccccc3)ncn2CCSc2nccn2C)c1C | -6.8
Cc1ccc(NC2CCCN(C(=O)c3ccc(F)c(F)c3)C2)cc1C (configuration not stated) | -1.6
CCOc1ccc(S(=O)(=O)NCC2COC3(CCCC3)O2)cc1 (configuration not stated) | -9.4
CN(CC(=O)NCc1ccc2[nH]c3c(c2c1)CCCC3)C1CCS(=O)(=O)C1 (configuration not stated) | 3.0
C=CCn1c(=O)c2c(nc3n(Cc4ccc(OC)cc4)c(C)cn23)n(C)c1=O | -5.0
c1ccc2ncc(-c3ccncn3)cc2c1 | 2.8
c1ccc(CN2CCC(N3CC(c4cccnc4)C3)CC2)cc1 | -2.7
CCn1c(SCC(=O)NC(=O)Nc2ccc(OC)cc2)n[nH]c1=O | 1.7
CCOC(=O)CNC(=O)N1CCC(CCOc2ccccc2)(C(=O)OCC)CC1 | -4.2
CCNC(=O)C1(C)CCN(Cc2ccc(S(C)(=O)=O)cc2)C1 (configuration not stated) | -5.9
CCC1CC2CCCC(NC(=O)C(C)Cl)(C1)C2 (configuration not stated) | -4.7
Cc1[nH]c2c(c1C(=O)N1CCCC3(CCN(C)C3)C1)C(=O)CCC2 (configuration not stated) | -29.0
CC(C)(C)CN1CCCC2(CCN(C(=O)C3=NNC(=O)CC3)C2)C1 (configuration not stated) | 3.9
CC(=O)N(C/C=C/c1ccccc1)CCO | -14.9
O=C1OC(c2ccc(F)cc2)=N/C1=C\C(Cl)=C\c1ccccc1 | -5.4
Cc1cc2c(cnc3ncnn32)c(=O)n1-c1ccc(Br)cc1 | -9.9
COc1ccc(S(=O)(=O)NCC2CCCN(C(=O)C3=C(C)OCCO3)C2)cc1 (configuration not stated) | -6.2&-2.4
COC(=O)c1c2c(nc3c1c(-c1ccc(F)cc1)nn3C1CCS(=O)(=O)C1)CCC2 (configuration not stated) | -11.8
O=c1[nH]c(CSc2nnnn2Cc2cccs2)nc2ccsc12 | 1.0
CCN1CCn2c(C)nc(C(=O)N3CCOC(C(F)(F)F)C3)c2C1=O (configuration not stated) | -8.7
COc1ccc(C)cc1-c1ccc[nH]c1=O | -1.6
Cc1ccc(CC2(NC(=O)Cc3c[nH]c(=O)n(C)c3=O)CC2)cc1 | -9.0
CN=C1NS(=O)(=O)c2ccccc21 | -10.2&-6.2
O=C1Nc2ccc(Br)cc2C1=c1sc2nc3ccccc3n2c1=O | 4.3
Cc1ccc(C)c(CSC2=NCCN2C(=O)Cc2ccc([N+](=O)[O-])cc2)c1 | -8.4
CN(C)C(=O)C1CCCN1Cc1c(O)ccc2ccccc12 (configuration not stated) | -10.7
COc1cc(Cl)c(NS(=O)(=O)c2ccc3c(c2)OCCCO3)cc1OC | -5.9
C[C@@H]1C[C@H]2[C@@H]3CCC4=CC(=O)C=C[C@]4(C)[C@@]3(F)[C@@H](O)C[C@]2(C)[C@@]1(O)C(=O)CO | -6.2
CN(Cc1noc(C2CC2)n1)C1CCN(Cc2ccn(C)c(=O)c2)C1 (configuration not stated) | 1.0
Cc1csc(=O)n1CCC(=O)OC(c1cccc(C(F)(F)F)c1)C(F)(F)F (configuration not stated) | 10.0
CC(=O)c1cc(C(=O)OC(C(=O)Nc2cccc(C(F)(F)F)c2)c2ccccc2)n(C)c1 (configuration not stated) | -6.0
O=c1c(-c2ccc(Br)cc2)[n+]([O-])c2ccccc2n1OCc1ccccn1 | -12.8
Cc1c(NS(=O)(=O)c2ccc(C(=O)N3CCCCC3C)cc2)c(=O)n(-c2ccccc2)n1C (configuration not stated) | -7.1
c1ccc(-c2oc3ncnc(N4CCOCC4)c3c2-c2ccccc2)cc1 | -4.6
COc1ccccc1Oc1ncccc1CNC(=O)Nc1c(C)noc1C | -13.0
COC1CCCN(Cc2c(C(=O)N3CCN(C4CCCCC4)CC3)nc3ccccn23)C1 (configuration not stated) | -0.4
COc1ccc(CC(=O)NCCc2cc3ccc(C)c(C)c3[nH]c2=O)cc1 | -1.6
Cc1ccc(NC(C)C(=O)N2CCN(Cc3ccccc3)CC2)cc1 (configuration not stated) | -5.1
Cc1cc(C)cc(C(O)c2ncc(-c3ccccc3F)[nH]2)c1 (configuration not stated) | -9.5
O=S(=O)(NC(CN1CCOCC1)c1ccccc1)c1cc(Cl)cc(Cl)c1 (configuration not stated) | 1.4
CCOC(=O)c1nn(-c2ccc(C)cc2)c(=O)cc1OCC(=O)Nc1ccc(C)cc1C | -6.6
Cc1ccc(NC(=O)CC(C)(C)C)cc1S(=O)(=O)Nc1ccccc1F | -6.5
COC(=O)c1ccc(NC(=O)c2nn(-c3ccccc3C)c(=O)cc2OC)cc1 | -32.8
O=C1CC2(CCCCC2)C(=O)N1Cc1nc2sccc2c(=O)[nH]1 | 3.2
CCCc1nc(CS(=O)Cc2cc3c(cc2Br)OCCO3)no1 (configuration not stated) | -9.2
COc1ccccc1-n1c(SCC(=O)c2ccc(Cl)cc2)nc2c(c1=O)SCC2 | -7.6
CCn1c(CC2CCN(Cc3ccc(C4CCCCO4)o3)CC2)n[nH]c1=O (configuration not stated) | -7.9
CC1=NN(c2ccc(C(=O)NC3CCCOc4ccc(F)cc43)cc2)CC1 (configuration not stated) | 4.4
O=C(Nc1ccc(Cl)cc1)c1nnc(CN2CCCC2)s1 | 19.5

Six structures from above, sorted by number of heavy atoms, ascending.
mol | mcGAS MS inh
Cc1cc(C)cc(C(O)c2ncc(-c3ccccc3F)[nH]2)c1 (configuration not stated) | -9.5
O=C1CC2(CCCCC2)C(=O)N1Cc1nc2sccc2c(=O)[nH]1 | 3.2
Cc1ccc(NC(C)C(=O)N2CCN(Cc3ccccc3)CC2)cc1 (configuration not stated) | -5.1
Cc1ccc(NC(=O)CC(C)(C)C)cc1S(=O)(=O)Nc1ccccc1F | -6.5
CCn1c(CC2CCN(Cc3ccc(C4CCCCO4)o3)CC2)n[nH]c1=O (configuration not stated) | -7.9
COC(=O)c1ccc(NC(=O)c2nn(-c3ccccc3C)c(=O)cc2OC)cc1 | -32.8

Assay outcomes deposited in PubChem by Fisher Drug Discovery Resource Center.
